Bioassay records as filed in PubChem BioAssay.
Cardiac RTF inh: cardiac RTF calcium desensitization; inhibition, % at 7.15 µM; P19429+P45379; 0.12% of 340,000 active; IANBD-labeled cardiac RTF, Ca2+ fluorescence; AID 493244;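 active = inhibition above the mean inhibition of all tested compounds plus 3 SD, cut at about 17% in these data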;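 also: assay run at fixed EC70 calcium of 1.6 mM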
CDK5 inh: blocks human CDK5/p35 kinase activity; Recombinant CDK5/p35, ADP-Glo luminescence, 60 min; inhibition, % at 10 µM; 0.01% of 330,000 active;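 active = highest replicate inhibition of at least 50% and at least 75% of replicates reaching 50%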;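 also: plate controls were DMSO neutral control for no effect and GW8510 at 10 µM for full effect; many of its hits are not listed in these tables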
NSD2 HMT inh: inhibitors of human histone methyltransferase NSD2. NSD2 peptide methylation, AlphaScreen, 120 min. AID 743445. O96028. 0.54% of 310,000 active. inhibition, % at 12.5 µM; in the data active = inhibition above about 50%
C-LANA FP: blocks KSHV LANA C-terminal domain binding to DNA; MBP-C-LANA/FAM-LBS DNA binding, fluorescence polarization; inhibition, % at 9 µM; 0.078% of 340,000 active; AID 504423;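 active = highest replicate inhibition at or above 60% at 9 µM, even if other replicates fall short; inactive = all replicates below 60% inhibition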;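 also: 0% = neutral control wells and 100% = 4 µM acridine orange control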
SUMO Mot1 rescue: SUMOylation pathway inhibition by Mot1-301 growth rescue | S. cerevisiae Mot1-301 growth rescue, ATP luminescence, 38.5C; percent above DMSO median, 100 means doubled | 1% of 320,000 active | AID 2716 | growth rescue, % at 18.8 µM;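 active = every valid replicate shows activation above 250% relative to neutral control wells; inactive = the rest, any valid replicate at or below 250%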;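 also: OY570 slx delta 5 strain wells were the positive control but not used for scaling; some compounds called inactive have numbers as strong as hits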
PvdQ inh: blocks Pseudomonas aeruginosa PvdQ acylase activity; inhibition, % at 10 µM; purified PvdQ acylase, fluorescence plate reader; 0.063% of 340,000 active; in the data active = inhibition above about 30%, passing the limit was not always enough;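 also: 0% = vehicle neutral wells and 100% = reference inhibitor wells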
dFosB act: mouse delta FosB homodimer activation. 0.99% of 340,000 active. activation, % at 25 µM. purified delta FosB, TAMRA-CDK5 oligo fluorescence polarization; percent of positive-control signal above neutral wells. AID 493131. P13346;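 active = mean activation above about 17%, with every replicate also reaching it, limit read from the data, passing the limit was not always enough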;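 also: fluorescence polarization rise as delta FosB binds a TAMRA Cdk5 AP-1 oligo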
Target sequence (P13346 whole entry, looked up): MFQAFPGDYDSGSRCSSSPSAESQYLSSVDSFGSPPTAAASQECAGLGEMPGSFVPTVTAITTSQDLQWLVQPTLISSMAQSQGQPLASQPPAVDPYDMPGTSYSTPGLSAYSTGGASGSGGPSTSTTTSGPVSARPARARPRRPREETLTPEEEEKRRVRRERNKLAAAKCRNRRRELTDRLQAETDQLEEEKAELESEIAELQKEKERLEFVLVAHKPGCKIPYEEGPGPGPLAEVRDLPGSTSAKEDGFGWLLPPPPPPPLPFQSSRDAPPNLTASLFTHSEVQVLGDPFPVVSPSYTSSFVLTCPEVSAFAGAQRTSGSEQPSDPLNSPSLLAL
cardiac RTF act: cardiac RTF calcium sensitization. IANBD-labeled TnC RTF fluorescence at EC20 calcium; 0% EC20 calcium, 100% full calcium. activation, % at 7.2 µM. 0.24% of 340,000 active;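 active = activation above the mean over all tested compounds plus 3 SD, cut at about 30% in these data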;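 also: rise in fluorescence read as greater calcium sensitivity of cardiac thin filaments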
PfHsp90 yeast 2: inhibits growth of yeast expressing Plasmodium falciparum Hsp90; inhibition, % at 9.4 µM; 0.32% of 310,000 active; S. cerevisiae expressing PfHsp90, BacTiter-Glo ATP, 48 h; yeast lacking PDR1 and PDR3 efflux regulators;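 active = every replicate shows inhibition above about 80%, whatever the replicate mean, limit read from the data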;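 also: 0% = DMSO neutral controls and 100% = 20 µM radicicol positive controls; yeast relying on Plasmodium falciparum Hsp90 in place of its own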
Keap1 Nrf2 FP: inhibitors of human Keap1-Nrf2 protein-protein interaction | Q14145 | Keap1 Kelch-Nrf2 peptide fluorescence polarization, 1536-well | inhibition, % at 9.4 µM | 0.15% of 340,000 active | AID 504523; in the data active = inhibition above about 12%;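 also: human Keap1 Kelch domain with fluorescein labeled Nrf2 9mer peptide probe; 0% = neutral control wells and 100% = peptide positive control; higher means more block of Keap1 binding to Nrf2 peptide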
Rtt109 HAT inh: blocks Candida albicans Rtt109/Vps75 acetyltransferase activity; Q5AAJ8; purified Rtt109/Vps75, ThioGlo CoA-SH fluorescence, 4 h; inhibition, % at 34.9 µM; 0.16% of 330,000 active; AID 540336;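 active = inhibition of at least 50% in every replicate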
Target sequence (Q5AAJ8 whole entry, looked up): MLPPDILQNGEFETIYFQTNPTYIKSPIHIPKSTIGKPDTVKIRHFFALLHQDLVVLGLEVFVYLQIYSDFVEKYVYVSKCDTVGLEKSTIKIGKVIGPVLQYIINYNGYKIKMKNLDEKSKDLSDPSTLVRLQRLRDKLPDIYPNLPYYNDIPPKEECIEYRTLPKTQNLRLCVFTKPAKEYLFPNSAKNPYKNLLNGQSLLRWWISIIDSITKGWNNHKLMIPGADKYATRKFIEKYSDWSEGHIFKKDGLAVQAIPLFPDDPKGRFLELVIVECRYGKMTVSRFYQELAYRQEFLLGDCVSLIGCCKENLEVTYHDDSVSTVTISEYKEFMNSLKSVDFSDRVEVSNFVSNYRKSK
Active calls of the source: *; / = not tested or not shown. An unsorted share of the library; 3.2% or so of the library scored in one or more.

SMILES | Cardiac RTF inh | CDK5 inh | NSD2 HMT inh | C-LANA FP | SUMO Mot1 rescue | PvdQ inh | dFosB act | cardiac RTF act | PfHsp90 yeast 2 | Keap1 Nrf2 FP | Rtt109 HAT inh
CC(C)NC(=O)Nc1ccc2c(c1)C(=O)N([C@H](C)CO)C[C@H](C)[C@@H](CN(C)C(=O)NC(C)C)O2 | -2 | 0.4 | / | -0.3 | / | 1 | 0 | 2 | -5 | -1 | 1
Cc1ccc(F)cc1NC(=O)c1ccc2c(c1)OCO2 | -3 | -1.5 | 2 | -1.4 | -13 | -14 | -4 | -2 | -44 | -1 | -4
CNC(=S)NCCC(c1ccccc1)c1ccccc1 | -2 | -2.5 | 9 | 0.6 | -4 | -10 | -3 | 6 | 18 | -4 | 4
CN1CCCC(OC(=O)c2ccccc2F)C1 (stereo not given) | -5 | -0.6 | 1 | 3.1 | 10 | -15 | -6 | -1 | -3 | -4 | 1
CCOc1ccc(CCNC(=O)CCC(=O)N2CCSc3ccccc32)cc1OCC | -7 | 1.2 | / | -0.4 | / | -11 | 1 | 3 | 1 | 2 | 1
CNC(=S)Nc1ccc(C)cc1 | 4 | 1.4 | 3 | 4.2 | -14 | -18 | 5 | -1 | 23 | -3 | 0
COC(=O)C1=C(C)N(C)C(C)=C(C(=O)OC)C1c1cccc(Br)c1 | -1 | -1.6 | / | 0.1 | 536 | 1 | -2 | 7 | -10 | 0 | -8
CCOc1ccc(C(C)(O)CN2CCOCC2)cc1 (stereo not given) | -21 | 1.0 | -2 | -0.5 | -9 | 6 | 5 | -3 | -4 | 0 | -2
COC(=O)c1ccccc1NC(=O)Cn1cc2c(n1)CCC(C)C2 (stereo not given) | -4 | 3.7 | / | 0.8 | -6 | -7 | 2 | -8 | -7 | -2 | -9
CCOC(=O)C1CCCN(Cc2nc(N)nc(Nc3ccccc3)n2)C1 (stereo not given) | -35 | 0.9 | 3 | -0.3 | 8 | -13 | -13 | 4 | 3 | -5 | -5
Cc1c(N(C(=O)CNC(=O)c2ccccc2)C2(C(=O)NC3CCCCC3)CCCCC2)c(=O)n(-c2ccccc2)n1C | -4 | -3.8 | 0 | -0.3 | 9 | -9 | -14 | 2 | 34 | -2 | -2
CC(Nc1nc(-c2ccccc2F)nc2ccccc12)c1ccccc1 (stereo not given) | -9 | -0.1 | -2 | 1.8 | 8 | -13 | -7 | -4 | 11 | -2 | 2
COc1ccc(-c2csc(Nc3cccc(C)n3)n2)cc1C | -8 | -1.6 | / | -2.6 | 0 | -6 | -5 | -1 | -2 | 5 | -1
CCOC(=O)c1c(C)oc2c(CC(=O)c3ccccc3)c(Cl)c(O)c(O)c12 | -1 | 0.8 | 23 | 1.2 | 111 | 4 | -2 | -21 | -4 | -6 | 58*
COc1cccc(C2CC(c3ccc(Cl)cc3Cl)Nc3nc(N)nn32)c1 (stereo not given) | -6 | -0.2 | 2 | 0.5 | 7 | -7 | -15 | -4 | 33 | 1 | 1
CCC1CCc2c(sc(NC(C)=O)c2C#N)C1 (stereo not given) | -4 | 1.4 | -2 | 2.9 | 25 | 2 | 4 | 9 | 11 | -2 | -1
O=[N+]([O-])c1ccc(OCCO)nc1 | -6 | 0.8 | -2 | -0.1 | 145 | -9 | -6 | -2 | 36 | -3 | 9
COc1ccccc1S(=O)(=O)Cc1ccc(C(=O)NCc2ccc(C)cc2)o1 | -6 | -1.7 | 3 | 1.1 | 52 | -1 | -4 | 2 | 4 | -1 | 0
Cc1ccccc1NC(=O)/C(=C\c1cccs1)NC(=O)c1ccco1 | 1 | 0.5 | 0 | -1.4 | -1 | 8 | 5 | 3 | -8 | -3 | 4
CCCCC(=O)Nc1ccc2c(c1)C(=O)NC2=O | -10 | 0.2 | / | -2.7 | -20 | -17 | -2 | 2 | 8 | -4 | -18
COc1ccc(C)cc1N(CC(=O)Nc1cccnc1)S(=O)(=O)c1ccccc1 | 11 | -1.6 | -29 | 1.0 | -7 | -10 | -10 | -1 | -27 | -5 | 7
Cc1cc2c(nn1)CCC/C2=N\O | -4 | -0.7 | -1 | 0.2 | 201 | -11 | 2 | -2 | / | -2 | -1
CN(CCCOc1ccccc1Br)Cc1ccccc1 | 1 | -1.4 | 4 | -0.9 | 10 | -12 | -9 | 2 | 10 | -3 | -9
COc1ccccc1COCC(O)CNCC1(N2CCCCC2)CCCCC1 (stereo not given) | -6 | -0.8 | 28 | 0.0 | -10 | -4 | 0 | -3 | 15 | 0 | 5
S=C(NCCCN1CCOCC1)NCCCN1CCOCC1 | -14 | 2.7 | 28 | 4.8 | 10 | 6 | 0 | 0 | 11 | 4 | -5

Whole records as entered above.
`CC(Nc1nc(-c2ccccc2F)nc2ccccc12)c1ccccc1` (stereo not given) in the list: Cardiac RTF inh = -9; CDK5 inh = -0.1; NSD2 HMT inh = -2; C-LANA FP = 1.8; SUMO Mot1 rescue = 8; PvdQ inh = -13; dFosB act = -7; cardiac RTF act = -4; PfHsp90 yeast 2 = 11; Keap1 Nrf2 FP = -2; Rtt109 HAT inh = 2
`O=[N+]([O-])c1ccc(OCCO)nc1` in the list: Cardiac RTF inh = -6; CDK5 inh = 0.8; NSD2 HMT inh = -2; C-LANA FP = -0.1; SUMO Mot1 rescue = 145; PvdQ inh = -9; dFosB act = -6; cardiac RTF act = -2; PfHsp90 yeast 2 = 36; Keap1 Nrf2 FP = -3; Rtt109 HAT inh = 9

An excerpt from above, showing only NSD2 HMT inh, PvdQ inh and cardiac RTF act:
structure	NSD2 HMT inh	PvdQ inh	cardiac RTF act
CCOC(=O)C1CCCN(Cc2nc(N)nc(Nc3ccccc3)n2)C1 (stereo not given)	3	-13	4
CNC(=S)NCCC(c1ccccc1)c1ccccc1	9	-10	6

New compounds follow:
SMILES | Cardiac RTF inh | CDK5 inh | NSD2 HMT inh | C-LANA FP | SUMO Mot1 rescue | PvdQ inh | dFosB act | cardiac RTF act | PfHsp90 yeast 2 | Keap1 Nrf2 FP | Rtt109 HAT inh
CCOC(=O)C(/C=C(\C#N)C(=O)OCC)=C(/N)N1CCN(c2ccccc2)CC1 | -8 | 0.8 | -2 | 0.2 | 347 | -2 | -7 | 1 | -7 | 1 | 1
CCOC(=O)c1cc2c(ccn2C)n1CC(=O)N1C(C)CCCC1C (stereo not given) | -4 | 0.8 | 5 | -1.6 | 10 | 4 | -7 | 6 | -1 | -6 | 13
CCOc1ccc(NC(=O)Nc2ccc(Cc3ccncc3)cc2)cc1 | -14 | -4.7 | 3 | 1.3 | / | -8 | 2 | 4 | -16 | -2 | -5
Cn1c(=O)c2c(ncn2CCC(=O)N/N=C/c2cccnc2)n(C)c1=O | 5 | -0.3 | 32 | -0.1 | -7 | -6 | -8 | -4 | 10 | -1 | 2
COc1ccc(NC(=O)c2cc(S(=O)(=O)N3CCCCC3)ccc2N2CCCCC2)cn1 | 0 | -1.1 | -1 | 0.3 | 3 | -23 | -10 | -3 | -51 | -4 | 0
CCCCCCCC[n+]1cccc2c3ccccc3ccc21 | -5 | 1.2 | 2 | -3.9 | -6 | -13 | 1 | 6 | -48 | -2 | -13
Cc1[nH]c2ccccc2c1C(=O)C(=O)NCc1ccncc1 | -1 | 0.9 | -1 | -0.6 | -1 | -19 | 1 | 6 | -2 | -2 | -1
Cc1sc(NC(=O)c2ccc(=O)n(C)n2)nc1-c1ccccc1 | -2 | 1.1 | 0 | -0.1 | 4 | -6 | -6 | 2 | -15 | -5 | 6
CCC(c1nnnn1Cc1cccs1)N1CCN(C2CCCC2)CC1 (stereo not given) | 0 | -1.8 | 4 | -1.9 | -3 | -5 | 0 | 5 | -6 | -5 | -1
COc1ccc(CN2C(=O)CCC2(C)C(=O)NC2CCCCCC2)cc1 (stereo not given) | -8 | -1.2 | -1 | 1.7 | 5 | 0 | -2 | 2 | / | 3 | 5
COc1cccc(-c2c(-c3cc(OC)cc(OC)c3)n(C)c3ccc(-c4cccc5[nH]ccc45)cc23)c1 | -26 | 0.9 | / | 1.0 | -11 | 7 | 0 | -3 | 8 | -1 | 3
COc1ccc(/C=C2\SC(=S)N(CC(=O)NCCO)C2=O)cc1 | -1 | -6.0 | -2 | 0.0 | -9 | -4 | 9 | 5 | -21 | -5 | 7
CCCCNC(=S)NC(=O)c1ccc([N+](=O)[O-])cc1 | 6 | 0.9 | 19 | -2.1 | 9 | -7 | 0 | 3 | / | -6 | 1
CCCc1nnc(NC(=O)CCC(=O)NCCc2ccc(Cl)cc2)s1 | -2 | 2.3 | -4 | 0.8 | -61 | 0 | 1 | -3 | -10 | -1 | 12
COc1ccc(NC(=O)c2cccc(N3C(=O)c4ccc(C(=O)Nc5ccc(OC)c(O)c5)cc4C3=O)c2)cc1O | 3 | -0.3 | 1 | 1.0 | -4 | -10 | -7 | 2 | -20 | -6 | 14
COCCCNC(=O)CCSc1ccc(Cl)cc1 | 6 | -1.6 | -6 | 0.8 | 19 | 0 | 5 | -3 | 4 | -2 | -1
[O-]C(=C(C(=S)Nc1cccc2ccccc12)[n+]1ccccc1)c1ccc2c(c1)OCCO2 | 0 | 3.2 | 12 | 1.2 | / | 12 | -8 | -3 | 2 | -9 | 8
CCOc1ccccc1NC(=S)NCCc1ccccc1 | 6 | -1.2 | -2 | 0.9 | -15 | 2 | -9 | -1 | 31 | -3 | /
Cc1cc(C)nc(NC(=O)CCC2CCCC2)c1 | 2 | -0.4 | 0 | -1.1 | 8 | -9 | -3 | 0 | 6 | 3 | /
Cc1ccc(C2Nc3ccccc3C(=O)N2CCN2CCNC2=O)cc1 (stereo not given) | -4 | -0.4 | -1 | 0.7 | -16 | -7 | -8 | -4 | 1 | 3 | -1
CCCCn1cnc2c1c(=O)n(CC(=O)c1cc(C)n(C)c1C)c(=O)n2CC(C)C | -8 | 0.6 | 3 | 3.5 | -13 | -6 | -8 | -3 | -1 | 1 | 10
Cc1cccc(N2CCN(S(=O)(=O)c3c(C)[nH]c(C)c3C(=O)N3CCCC3)CC2C)c1 (stereo not given) | 2 | 0.8 | 7 | 1.8 | -16 | -17 | -3 | 0 | 25 | 1 | 4
O=C(Nc1ccc(Cl)cc1C(F)(F)F)c1ccc(Cl)cc1 | 3 | 0.7 | / | 0.5 | -30 | -11 | 5 | -3 | -11 | 3 | -1
O=C(CN1CCCCC1)N1CCN(S(=O)(=O)c2ccccc2)C1 | 1 | -1.0 | 6 | -1.2 | -2 | -1 | 10 | -3 | 5 | -1 | -9

Shown as a hit in Rtt109 HAT inh, of those listed so far:
SMILES	CDK5 inh	NSD2 HMT inh	C-LANA FP	SUMO Mot1 rescue	PvdQ inh	dFosB act	PfHsp90 yeast 2	Keap1 Nrf2 FP	Rtt109 HAT inh
CCOC(=O)c1c(C)oc2c(CC(=O)c3ccccc3)c(Cl)c(O)c(O)c12	0.8	23	1.2	111	4	-2	-4	-6	58*
